NCI-60 one-dose screen, 48 h, at 10 µM unless noted. Numbers give growth in % (100 = growth as untreated, 0 = no growth, -100 = all killed).
HL-60(TB): HL-60(TB) leukemia cells. hit rate 9% among 78,000; active means growth percent below 10
* marks the source's active call; other numbers are inactive results; & = joins results of further samples. Only part of the results is shown (hit frequency here may not be typical).

canonical_smiles	HL-60(TB)
COc1ccc(-c2nc3ncnc(Sc4nnc(-c5ccc(Cl)cc5Cl)o4)c3[nH]2)cc1	52
COc1ccc(C(c2ccc(N(C)C)cc2)c2ccc(N(C)C)cc2)cc1S(=O)(=O)O	100
C=CC(=O)Nc1cccc(-c2nc(SC)nc(NCCN3CCOCC3)c2C#N)c1	95
O=c1[nH]c(=O)c2ncn(C3OC(CO)C(O)C3O)c2[nH]1 (stereo not drawn)	82
CC(C)(C)NCc1cc(C(C)(C)C)cc(-c2ccc(Cl)cc2)c1O	92
COC(=O)c1ccc([N+](=O)[O-])cc1	95
O=C1OC(c2ccc3c(c2)OCO3)C=C1Nc1nc(-c2ccc(Cl)cc2)cs1 (stereo not drawn)	104
CSc1cc(N)[nH]c(=O)n1	105
C=C[C@]1(C)C(Cl)=C[C@H]2C(=O)[C@@H]1c1cccc3c1c(cn3C)C2(C)C	88
CC(C)N1C(=O)S/C(=C2/SC(=O)N(C(C)C)C2=O)C1=O	98
O=C1NC(C(=O)NCc2ccc(Cl)cc2Cl)C/C1=C/N1CCOCC1 (stereo not drawn)	98
COc1ccc(NC(=O)c2ccc(Nc3ncnc4[nH]c(C)c(C)c34)cc2)cc1	89
Cn1c2c(c(=O)n(C)c1=O)C1(C(=O)Nc3ccccc31)c1c(n(C)c(=O)n(C)c1=O)N2	100
COc1ccc2oc3c(C)c4c(c(C)c3c2c1)C(=O)N(O)C4=O	97
O=C(CCl)OCCOc1ccccc1	76
CC#CCO[C@H]1Cc2cc3ccc(=O)oc3cc2OC1(C)C	99
C[N+]1(C)CCCC1c1ccccc1 (stereo not drawn)	102
CC(=NCc1ccccc1)c1ccccc1O	134
O=[N+]([O-])c1ccc(-c2nc(-c3ccccc3)c(-c3ccccc3)n2-c2ccccc2)cc1	-16*
CC(C)(C)OC(=O)N1C/C(=C\c2ccco2)C(=O)/C(=C/c2ccco2)C1	98
CN(C)C(=O)c1cc(-c2ccc3ncnc(NCc4ccccc4)c3c2)cnc1N	116
CN(C)C(=O)c1ccccc1-n1cnc2ccccc2c1=O	99
O=C(Nc1ccc(OCc2ccccn2)c(Cl)c1)c1cccnn1	96
COc1ccc(/C=C/C(=O)CC2(O)C(=O)Nc3cc(Br)ccc32)cc1 (stereo not drawn)	88
c1ccc(COCCOc2ccccc2)cc1	71
COc1ccccc1/C=C/C(=O)Nc1ccc(F)cc1	86
CCCCC/C(=C(\C#N)C(=O)OCC)c1ccccc1	99
Cc1cc(C)cc(OCC(=O)O)c1	86
C=C(C)[C@@H]1C[C@H](O)Cc2cc(Cl)ccc2N1	100
O=S(=O)(NCCNc1cc(-c2cn(-c3ccccc3)nc2-c2ccccc2)ccn1)c1ccc(Br)cc1	50
COC(=O)c1ccc(C(=O)Nc2ccccc2N)cc1	-19*
Cc1nc(-c2ccccc2O)ccc1C(=O)N=Nc1c(O)[nH]c2ccc(Br)cc12	114
CCN(CC)c1ccc(C(=C2C=CC(=[N+](CC)CC)C=C2)c2cc(O)c(S(=O)(=O)O)cc2S(=O)(=O)O)cc1	115
C=C(C)[C@@H]1CC[C@]2(COC(C)=O)CC[C@]3(C)[C@H](CC[C@@H]4[C@@]5(C)CCCN(C(C)=O)C(C)(C)[C@@H]5CC[C@]43C)[C@@H]12	-29*
COc1ccc(-c2cc(O)c(C(=O)N3CCOCC3)s2)cc1	96
COc1ccc(-c2oc(=O)ccc2C#Cc2cc(OC)c(OC)c(OC)c2)cc1F	83
CN(C)CCCC(C#N)(c1ccccc1)C1CCCCC1 (stereo not drawn)	95
CCNC(=S)Nc1ncccc1OCc1cccc(Cl)c1	74
C#CCOc1ccccc1C(Nc1cc(Cl)cc(Cl)c1)c1nnnn1C1CCCCC1 (stereo not drawn)	93
Cc1cccc(OC(=O)c2ccccc2)c1	107
COc1ccc(C2=NN(C(C)=O)C(c3ccc(Oc4nc5c(c(=O)n(C)c(=O)n5C)n4C)c(OC)c3)C2)cc1 (stereo not drawn)	102
CCCCSc1ccc2nc(-c3ccc(OCCCN=C(N)N)cc3)cn2c1	41
CO[C@H]1/C=C(/C)CCC[C@H](C)[C@H](O)[C@@H](C)C(=O)C(C)(C)[C@@H](O)CC(=O)O[C@@H]1/C(C)=C/c1csc(C)n1	24
CC12CCC3C4(C)COC(c5ccccc5F)OC4CCC3(C)C1CC(C1=CCOC1=O)O2 (stereo not drawn)	68
Cc1cc(NS(=O)(=O)c2ccc(N=Nc3c(N)nc(N)[nH]c3=O)cc2)nc(C)n1	113
COc1cc(C(=O)/C=C/c2c(-c3ccc(F)cc3)nc3sc(-c4ccccc4)c(-c4ccccc4)n23)cc(OC)c1OC	65
Nc1nc(N)c2c3c([se]c2n1)CCCCC3	100
COc1ccc2c(c1)c(=O)oc1c(C)c(OCC(C)=O)ccc12	110
Clc1ccc(-n2cnc3c(Cl)ncnc32)cc1Cl	46
COc1cc(CNCCN2C(=O)c3ccc4c5c(ccc(c35)C2=O)C(=O)N(CCNCc2cc(OC)c(OC)c(OC)c2)C4=O)cc(OC)c1OC	-49*
COc1cc(C2CC(=O)c3cc(OC)c(OC)c(OC)c32)cc2c1OCO2 (stereo not drawn)	109
CC(C)(C)C(=O)OCOP(=O)(OCOC(=O)C(C)(C)C)C1CCCN(OCc2ccccc2)C1=O (stereo not drawn)	116
CC1(O)c2ccccc2-c2ccccc2C1(C)O (stereo not drawn)	111
O=C(O)CCCn1c(O)c(/C=C2/C=c3cc4c(cc3=NC2=O)OCCO4)sc1=S	98
N=C1N=C(SCc2nc3ccccc3[nH]2)NC(=O)/C1=C/c1ccc(Br)cc1	114
O=C(Nc1cccc(-c2nc3ccccc3c(=O)[nH]2)c1)c1cccnc1	91
CC(=O)OC/C=C(C)/C=C/C=C(C)/C=C/C1=C(C)CCCC1(C)C	103
Cc1ccc(=O)n(-c2ccc(-c3nc4ccccc4[nH]3)cc2)c1	101
O=C(Nc1ccc(-n2cc(-c3ccncc3)c(-c3ccc(Cl)c(O)c3)n2)cc1)c1ccc(Cl)c(C(F)(F)F)c1	-29*
Cc1nc(-c2ccc(F)cc2)ccc1NC(=O)Nc1cccc(C(F)(F)F)c1	90

Sorted by heavy-atom count (rising): part of the list above.
canonical_smiles	HL-60(TB)
Clc1ccc(-n2cnc3c(Cl)ncnc32)cc1Cl	46
Cc1ccc(=O)n(-c2ccc(-c3nc4ccccc4[nH]3)cc2)c1	101
COc1cc(C2CC(=O)c3cc(OC)c(OC)c(OC)c32)cc2c1OCO2 (stereo not drawn)	109
O=C(Nc1ccc(-n2cc(-c3ccncc3)c(-c3ccc(Cl)c(O)c3)n2)cc1)c1ccc(Cl)c(C(F)(F)F)c1	-29*

The listing picks up, starting four compounds before the break.
canonical_smiles	HL-60(TB)
CC(=O)OC/C=C(C)/C=C/C=C(C)/C=C/C1=C(C)CCCC1(C)C	103
Cc1ccc(=O)n(-c2ccc(-c3nc4ccccc4[nH]3)cc2)c1	101
O=C(Nc1ccc(-n2cc(-c3ccncc3)c(-c3ccc(Cl)c(O)c3)n2)cc1)c1ccc(Cl)c(C(F)(F)F)c1	-29*
Cc1nc(-c2ccc(F)cc2)ccc1NC(=O)Nc1cccc(C(F)(F)F)c1	90
O=C(Nc1ccc(I)cc1F)c1cc(Br)ccc1O	-31*
CCNC(=O)Nc1ccc(NC(=O)c2[nH]c(C)c(Cl)c2Cl)c(OC(C)C)c1	96
O=C(CI)Nc1ccc2[nH]c(=O)cc(C(=O)O)c2c1	71
Cc1nc2c(=O)[nH]n(C)c2nc1C	104
Cc1ccc(C)c2c1SC1=NNC(N3CCCCC3)=C(C#N)C(=N)N12	109
Cc1nc2ccc(OCc3cn(-c4ccc(F)c(Cl)c4)nn3)cc2c(=O)n1-c1ccccc1	114
CC(C)c1cc(C(=O)O)c(O)c(C(C)C)c1.CC(C)c1cc(C(=O)O)c(O)c(C(C)C)c1.[Mn]	94
O=c1[nH]cnc2nn(C3OC(CO)C(O)C3O)nc12 (stereo not drawn)	100
CCOC(=O)N1CCN(c2nc(O)c(/C=C3/C(C(=O)OC)=Nc4ccc(F)cc43)s2)CC1	44
CC(=O)Oc1csc(N(C(C)=O)c2ccc(Cl)cc2Cl)n1	106
CC(C)CSc1nc(NNC(N)=O)c(C#N)c(-c2ccccc2)n1	104
CC(C)(C)C(=O)Nc1nc2c(s1)CCc1ccn(S(=O)(=O)c3ccccc3)c1-2	70
CN(CCO)CC(O)Cn1cnc2c(N)ncnc21 (stereo not drawn)	101
Cc1c(O)c(N=Nc2ccc(C(=O)O)c(O)c2)c2ccccc2c1O	77
CCn1c(O)c(C=Nc2ccccc2)s/c1=N/Nc1nc(-c2ccc([N+](=O)[O-])cc2)cs1	95
CCCCSc1nc(NCCc2c[nH]c3ccccc23)c(C#N)c(-c2ccc(F)cc2)n1	54
Clc1cccc(Oc2ccc(Nc3ncnc4onc(-c5ccccc5)c34)cc2)c1	48
C=C1C(=O)O[C@H]2[C@H]1CC/C(C=Nc1ccc(C(F)(F)F)cc1N)=C\CC[C@@]1(C)O[C@@H]21	-7.8*
CC1(C)N=C(N)N=C(N)N1c1cccc(CCCCc2ccc(Cl)c(S(=O)(=O)F)c2)c1	19
COc1ccc(-c2ccnc(SCc3cc4cc(OC)ccc4[nH]c3=O)n2)cc1	-8.4*
CS(=O)(CCCCN=C=S)=NC(=O)c1c(F)c(F)c(F)c(F)c1F (stereo not drawn)	73
CC(=O)Oc1ccc(CCN2C(=O)CSC2=S)cc1	57
Cc1cc(C)cc(Oc2ccccc2C(=O)O)c1	91
CC(=O)c1ccc(Cl)c([N+](=O)[O-])c1	105
Cn1c2ccccc2c2c3c(c4c5ccccc5[nH]c4c21)C(=O)N(OCCCCCC#N)C3=O	120
CCOC(=O)C1(C)C(=O)CC2c3nc4ccccc4cc3CN2C1=O (stereo not drawn)	91
O=C(Nc1ccc(I)cc1F)c1cc(Cl)ccc1O	-44*
O=C(/C=C\c1cccc([N+](=O)[O-])c1)/C=C/c1cccc([N+](=O)[O-])c1	123
C#CCOc1ccc(/C=N\Nc2nc(-c3ccc(Br)cc3)cs2)cc1OC	65
O=C1Nc2ccccc2/C1=C\c1c(-c2ccc(F)cc2)nc2ncccn12	107
O=S(=O)(NC1C2CC3CC(C2)CC1C3)c1ccc2c(c1)C(=NO)c1cc(S(=O)(=O)NC3C4CC5CC(C4)CC3C5)ccc1-2 (stereo not drawn)	93
COc1cccc(-c2c(C#N)c(-c3ccco3)nc3c2c(-c2ccccc2)nn3-c2ccccc2)c1	110
CCOC(=O)C(CC)(CC(C)C)C(=O)OCC	121
Cc1cc(N(CCCl)CCCl)ccc1/C=N\NC(=O)c1ccncc1	53
COc1ccc(C(=O)Cn2cnc3c(Nc4cc(C(=O)Nc5ccc(CCN6CCN(c7ccccc7)CC6)cc5)ccc4C)ncnc32)cc1	78
COc1cccc(OC2=CC(=O)c3ccc(C)nc3C2=O)c1	51
NNCCc1ccccc1	98&107
CCCCCCCCCCC1OCC(C)O1 (stereo not drawn)	86
C=CC(CN1CCCCC1)OC(=O)C(c1ccccc1)c1ccccc1 (stereo not drawn)	103
CN(/N=C/c1ccc(N(C)C)cc1)C(=O)c1ccccc1N	104
CCOC(=O)C1CCN(C(=O)c2ccccc2)c2scc(-c3ccccc3)c2C1=O (stereo not drawn)	95
COc1ccc(-c2n[nH]c(=O)nc2-c2ccc(OC)cc2)cc1	89
O=C1c2c(c3c4ccccc4[nH]c3c3ccccc23)C(=O)N1O	55
O=[N+]([O-])CC(O)c1ccc2ccccc2n1 (stereo not drawn)	103
O=C1C(Cl)=C(Nc2cccc(C(F)(F)F)c2)C(=O)N1c1ccc(O)cc1	85
COC(=O)[C@]12CCC(C)(C)C[C@H]1[C@H]1C(=O)C[C@@H]3[C@@](C)(CCC#N)[C@H](C(C)=O)CC[C@@]3(C)[C@]1(C)CC2	105
COC(=O)C(CSC(c1ccccc1)(c1ccccc1)c1ccccc1)NC(=O)C(CC(N)=O)NC(=O)OCc1ccccc1 (stereo not drawn)	-7.7*
COc1ccc2c(c1)CC/C(=C\c1cnccc1OC)C2=O	102
O=C1C(C2SC(=S)N(CCc3ccccc3)C2=O)SC(=S)N1CCc1ccccc1 (stereo not drawn)	99
Cn1cc(-c2csc(-c3c[nH]c4ccc(F)cc34)n2)c2cnccc21	-59*
Cc1cccc2nnc(-c3ccccc3)n12	99
NS(=O)(=O)c1cccc(Nc2nc(SCC(=O)c3ccc([N+](=O)[O-])cc3)nc3c2CCC3)c1	97
CNC(C)C(O)c1ccccc1 (stereo not drawn)	94&115
Cc1ccc(Cl)cc1NC(=O)CCl	33
Cc1cc2nc3c(=O)[nH]c(=O)nc-3n(CC(O)C(O)C(O)C(O)CO)c2cc1C (stereo not drawn)	102
COc1cc(Nc2ccnc(NCCNc3ccnc4cc(Cl)ccc34)n2)cc(OC)c1	12
COc1ccc2c(C3=C(c4c[nH]c5ccccc45)C(=O)NC3=O)coc2c1	103
CC(C)(C)OC(=O)N1C/C(=C\c2ccccc2F)C(=O)/C(=C/c2ccccc2F)C1	101
CCCc1cc(=O)[nH]c2nnc(C)n12	97
Cc1ccc(-n2cc(/C=C/C(=O)c3ccc(O)cc3)c(-c3ccc(S(C)(=O)=O)cc3)n2)cc1	28

More results:
canonical_smiles	HL-60(TB)
COc1cc(C2CC(c3ccccc3)=NN2C=O)ccc1Oc1ccnc2cc(Cl)ccc12 (stereo not drawn)	33
COc1cc(-c2[nH]ncc2-c2ccncc2)ccc1Cl	100
O=c1[nH]c2cc(Br)ccc2c(O)c1/C=N/Nc1nc(-c2ccccc2)cs1	105
O=C(Nc1cccc(Cl)c1)OCC(COC(=O)Nc1cccc(Cl)c1)(COC(=O)Nc1cccc(Cl)c1)[N+](=O)[O-]	45
O=C(O)/C=C/c1cn(-c2ccccc2)nc1-c1ccc(F)cc1	103

Compound activity as filed in PubChem BioAssay.
